PrPC surface inh – inhibitors of human cell surface prion protein PrPC; AID 720596; P04156; hit rate 0.43% among 370,000; inhibition, % at 13.8 µM; TR-FRET read-out; in the data active = inhibition above about 24%; note: 0% = median of the test wells and 100% = reference compound wells
BH1578 lux ind – inducers of Vibrio cholerae quorum light production without autoinducers; AID 588436; V. cholerae BH1578 lux reporter, luminescence, 6 h; hit rate 0.16% among 350,000; activation, % at 18.7 µM; in the data active = activation mostly above about 9.7%, no sharp cut-off; note: not every result past the cut was called active; inactives centre near 0; reference of the scale not given here
DUSP3 inh – DUSP3 (human) phosphatase inhibition; P51452; recombinant VHR phosphatase, pNPP absorbance; inhibition, % at 13.3 µM; hit rate 0.52% among 290,000; AID 1654; in the data active = inhibition above about 50%; note: some compounds called inactive have numbers as strong as hits
Target sequence (P51452 whole entry, looked up): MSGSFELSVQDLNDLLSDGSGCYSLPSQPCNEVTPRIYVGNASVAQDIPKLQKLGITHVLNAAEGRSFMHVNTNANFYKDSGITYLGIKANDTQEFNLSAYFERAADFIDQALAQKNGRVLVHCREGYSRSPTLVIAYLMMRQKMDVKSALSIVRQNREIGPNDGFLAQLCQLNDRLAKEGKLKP
Rv3671c inh – inhibitors of M. tuberculosis serine protease Rv3671c | inhibition, % at 5.96 µM | hit rate 0.048% among 320,000; in the data active = inhibition above about 38%;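 note: extracellular domain of Rv3671c used as enzyme; 0% = enzyme with DMSO and 100% = no enzyme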
Target sequence (P9WHR9 whole entry, looked up, the tested form may be a part): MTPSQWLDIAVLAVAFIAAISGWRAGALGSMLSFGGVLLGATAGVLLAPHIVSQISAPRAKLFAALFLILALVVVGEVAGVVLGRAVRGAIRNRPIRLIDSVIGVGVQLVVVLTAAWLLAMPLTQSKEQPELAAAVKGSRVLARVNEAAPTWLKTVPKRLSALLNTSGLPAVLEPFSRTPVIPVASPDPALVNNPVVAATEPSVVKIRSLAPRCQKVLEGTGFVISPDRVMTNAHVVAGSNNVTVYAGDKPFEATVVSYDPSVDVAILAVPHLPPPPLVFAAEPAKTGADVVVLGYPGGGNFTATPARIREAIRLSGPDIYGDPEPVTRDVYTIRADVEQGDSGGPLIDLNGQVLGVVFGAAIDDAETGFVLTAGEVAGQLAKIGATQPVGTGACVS
MazF activator – activators of E. coli MazEF toxin-antitoxin RNase; hit rate 0.32% among 350,000; activation, % at 20 µM; P0AE70; FAM/BHQ RNA-DNA oligo cleavage fluorescence, 5 h; in the data active = activation above about 50%
Target sequence (P0AE70 whole entry, looked up): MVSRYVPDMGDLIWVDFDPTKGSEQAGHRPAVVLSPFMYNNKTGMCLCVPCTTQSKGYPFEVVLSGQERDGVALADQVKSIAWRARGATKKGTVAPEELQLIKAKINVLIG
CCHF vOTU inh – CCHFV vOTU protease inhibition; hit rate 0.55% among 370,000; inhibition, % at 11.5 µM; AID 651958; Pep-AMC fluorescence; in the data active = inhibition above about 30%; note: 0% = vehicle wells with enzyme and 100% = no enzyme wells
Yp Topo-I inh – blocks Yersinia pestis topoisomerase I activity; Y. pestis Topo-I cleavage product accumulation, plate reader; activity, % at 10 µM; hit rate 0.064% among 360,000; in the data active = activity above about 50%, passing the limit was not always enough; note: inactives centre near 2
TcdB inh – inhibitors of Clostridioides difficile toxin B glycohydrolase; TcdB glycohydrolase enzymatic assay, plate reader; P18177; hit rate 0.24% among 350,000; inhibition, % at 9.99 µM; in the data active = inhibition above about 10%
PriA SSB inh – inhibitors of Klebsiella pneumoniae PriA binding to SSB C-terminal tail; inhibition, % at 33 µM; AID 1272365; hit rate 0.6% among 430,000; AlphaScreen SSBct-PriA binding, biotinylated peptide; in the data active = inhibition mostly above about 37%, no sharp cut-off; inactive = mostly below about 20%;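 note: plate controls were negative control peptide for no effect and reference peptide for full effect; strong numbers were not always called active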
3CLpro inhibitor – SARS-CoV 3CLpro protease inhibition | P0C6X7 | recombinant SARS-CoV 3CLpro, quenched FRET peptide cleavage | inhibition, % at 6 µM | hit rate 0.14% among 290,000; in the data active = inhibition above about 12%
* marks the source's active call; other numbers are inactive results; i = inactive; . = no result given; & = joins results of further samples. These rows are one share of the data; rates above refer to the full screens.

SMILES	PrPC surface inh	BH1578 lux ind	DUSP3 inh	Rv3671c inh	MazF activator	CCHF vOTU inh	Yp Topo-I inh	TcdB inh	PriA SSB inh	3CLpro inhibitor
CS(=O)(=O)c1nc(S(=O)(=O)c2ccc(Cl)cc2)c(NCCCN2CCCC2=O)s1	-5	-0.3	27	12	-4	-7	13	-0.7	2	1
O=C(NCC(=O)N1CCC2(CC1)NCCc1[nH]cnc12)c1ccc(F)cc1	-3	-2.0	23	0	6	7	0	1.0	-23	-4
COc1ccc(C(=O)/C=C/c2cn(CC(O)CN3CCOCC3)c3ccccc23)cc1 (stereo unspecified)	.	i	-10	-9	13	.	30	.	-10	2
Cc1cc(NC(=O)CSc2nnc(CNC(=O)c3cccc(C(F)(F)F)c3)o2)no1	3	i	22	-1	4	-14	1	0.0	-6&-12	5
C=C1C(=O)OC2CC1C(O)CC(C)=CCCC(C)=CC(O)CC2C (stereo unspecified)	33*	5.6	.	.	-2	-7	20	1.3	.	.
Cc1cccc(C(=O)Nc2cccc(S(=O)(=O)NCc3ccco3)c2)c1	-2	2.5	.	-4	-1	-2	4	0.8	10	.
CC(OC(=O)C1CSC2(C)CCC(=O)N12)C(=O)Nc1cccc(C#N)c1 (stereo unspecified)	-4	-0.3	.	-3	2	0	6	-0.1	-13	.
C=CCn1c(SCc2c(C)noc2C)nc2ccccc2c1=O	5	-0.2	6	0	1	-6	11	.	-12	-6
CCc1ccc(-c2nc(CN3CCCC(C(=O)O)C3)c(C)o2)cc1 (stereo unspecified)	5	-0.3	5	13	5	-1	-5	1.5	-11	-9
Cc1cc(Nc2ccc(Cl)cc2)n(-c2cccc(Cl)c2)n1	15	2.9	25	-15	-9	-5	7	.	-12	0
Cc1cc(C(F)F)n2nc(C(=O)Nc3cc(C)on3)nc2n1	-1	-0.7	4	3	-6	1	4	.	-8	6
C/C(=N\OC(=O)c1ccc(C)cc1)c1sc(C)nc1C	10	-0.6	33	5	-8	26	25	.	.	3
C/C(=N/NC(=O)c1ccc(-c2ccccc2)cc1)c1cccc(O)c1	-3	-0.4	23	.	8	7	5	1.2	.	1
COC(=O)N(C)C[C@H]1OCc2cnnn2CCCC(=O)N([C@@H](C)CO)C[C@H]1C	-5	i	.	.	2	-10	16	-0.4&-0.9	.	.
OCc1nc2ccc(Cl)cc2[nH]1	-4	-0.3	5	0	6	4	-5	1.2	-10	-2
C[C@H]1CN([C@@H](C)CO)S(=O)(=O)c2ccc(/C=C/c3ccccc3)cc2O[C@H]1CN(C)C(=O)NC1CCCCC1	-8	-0.6	.	.	-19	2	26	-0.3&-2.6&0.9	.	.
C/C(=N\NC(=O)C1CC1)c1ccc(NC(=O)c2ccc(Br)o2)cc1	7	.	-3	-6	.	-8	.	1.2	.	-10
CCCn1c2ccccc2c2cnn(CC(=O)OC)c(=O)c21	6	-0.6	30	0	6	-11	-7	0.4	2	3
CCCOc1ccc(CN(C(=O)c2cccc(OC)c2)C2CCS(=O)(=O)C2)cc1 (stereo unspecified)	4	-0.5	40	3	7	12	23	0.8	-12	0
CC1CC(C)CN(S(=O)(=O)CCNC(=O)c2ccc3c(c2)OCO3)C1 (stereo unspecified)	6	-1.3	.	11	7	-6	0	0.7	-5	.
O=C(NC1CCCC1)C(=O)N(c1ccccc1F)C(C(=O)NCC1CCCO1)c1cccs1 (stereo unspecified)	4	0.4	10	-4	4	3	-9	0.0	7	4
Cc1cc(/C=C2/NC(=O)N(Cc3ccccc3F)C2=O)c(C)n1C(C)C	0	-0.4	1	-8	-3	7	-6	0.4	26	1
CCc1cccc(NC(=O)CSc2nc(C)cs2)c1	-2	i	.	.	6	4	0	1.3	.	.
CCC(CC)NC(=O)COC(=O)CCC(=O)c1cccs1	1	-0.2	52*	-3	10	-9	1	1.1	-14	-1
NC(N)=N/N=C/c1ccc(N(c2ccccc2)c2ccccc2)cc1	-1	-0.6	.	18	-5	-54	-43	2.3	.	0
COc1cc2c(cc1OC)-c1cc(Nc3ccc4c(c3)OCCO4)nc(=O)n1CC2	6	i	-13	-6	7	16	-6	.	4	-5
CCOC(=O)[C@H]1[C@H]2COc3ccc(C)cc3[C@@H]2N2C(=O)CN(Cc3ccc(Cl)cc3)C(=O)[C@@]12C	4	0.4	.	5	1	2	30	2.4	-6	.
COc1ccc(C(=O)NC(=S)Nc2cc3oc4ccccc4c3cc2OC)cc1	0	-0.2	9	-14	-18	-2	-6	1.6	-12	-3
COc1ccc(C)cc1NC(=O)c1ccc(S(=O)(=O)N2CCOCC2)cc1	2	-0.4	20	3	4	-2	-6	.	-7	5
CC(=O)NCCC(=O)Nc1nc(-c2c[nH]c3ccccc23)cs1	-1	-0.2	30	.	-3	14	-10	9.5	17	-7
CC[C@H](C)[C@H](NS(=O)(=O)c1ccc(C)cc1)C(=O)N1CCC(C(=O)N[C@H](C(=O)O)C(C)C)CC1	.	i	28	-3	-2	.	21	-0.3	-18	-2
Cc1cc(C)c(S(=O)(=O)Nc2ccc(N(C)C)cc2)c(C)c1-n1cnnn1	7	-0.4	81	-2	8	11	3	-1.1	12	2
O=C1/C(=C/c2cccc([N+](=O)[O-])c2)Oc2cc(O)ccc21	-10	-0.3	27	-13	-7	4	-2	0.8	5	5
Cc1ccc(Cl)cc1NC(=O)COC(=O)C1CCCCC1	2	-5.6	20	-6	-10	11	8	.	-5	0
CC1(C)CC(=O)C(C(C2=C(O)CC(C)(C)CC2=O)c2ccc([N+](=O)[O-])cc2)C(=O)C1 (stereo unspecified)	-6	i	27	3	-1	15	-3	0.5	1	3
COc1cc2[nH]c(-c3ccc(C)cc3)cc(=O)c2cc1OC	-3	i	11	-13	2	-22	-5	0.9	2	-2
CN(C)S(=O)(=O)Oc1ccc(C(=O)Nc2cccc(Cl)c2)cc1	5	-0.1	12	-1	6	2	-11	0.9	0	4
COc1ccccc1-n1cc2c([N+](=O)[O-])cc([N+](=O)[O-])cc2n1	7	i	7	0	-3	2	-4	-1.8	4	1
CCCOc1cccc(NC(=O)c2c(-c3ccccc3)noc2C)c1	6	3.7	-28	-13	-10	9	11	.	-28	3
Cc1oc(-c2ccccc2F)nc1CS(=O)(=O)CC(=O)NCCN(C)C1CCCCC1	8	0.0	29	6	1	-3	0	0.6	-23	-1
CC(C)COc1ccc(Cc2cnc(N)nc2N)cc1	3	i	-27	0	-5	2	-11	.	-7	0
C=CCn1c(SCC(N)=O)nc(C)cc1=O	-5	0.8	-13	-2	-4	-3	4	.	-8	1
Cc1cc(=O)[nH]c(NCc2ccccc2)n1	-2	-0.7	4	5	-4	8	5	1.0	-7&-10	2
COc1ccccc1N1C(=O)C(=O)N(C)C1=O	-5	-0.5	.	1	0	-15	3	0.9	-12	.
O=C(CSc1nc2c([nH]c3ccccc32)c(=O)n1-c1ccccc1)NCC1CCCO1 (stereo unspecified)	2	-0.5	14	-3	-25	4	15	1.0	-7	3
COc1ccc(C2/C=C\CN(S(=O)(=O)c3ccc4ccccc4c3)CC(=O)N2Cc2ccc(F)cc2)cc1 (stereo unspecified)	-2	-4.5	-9	-13	-1	-6	10	0.5	2	.
CC(C(=O)NCc1ccccc1Cl)n1cc([N+](=O)[O-])cn1 (stereo unspecified)	-11	-1.3	2	3	5	7	-2	1.5	-7	0
CSc1nnc(-c2ccncc2)n1/N=C/c1cn(-c2ccccc2)nc1-c1ccc(Cl)cc1	2	i	-8	6	-3	-9	2	-1.6	i	4
CCOC(=O)N1CCC(n2c(SCC(=O)NCc3ccccc3)nc3ccccc3c2=O)CC1	1	i	22	0	6	-9	17	.	0	-2
CN(c1ccc(C(=O)Nc2ccc(CC#N)cc2)cc1)S(C)(=O)=O	-1	i	-12	-3	8	11	1	0.2	-3	1
CC1(c2ccc3noc(-c4ccc(F)cc4)c3c2)OCCO1	-7	i	4	1	-8	1	5	.	-7	4
CCCC(O)(CCC)C(=O)NNc1ccc(C)cc1	3	-0.4	17	0	4	-6	-1	1.5	-4	3
Cc1nc(Oc2cccc(Cl)c2)c2oc3ccccc3c2n1	1	-0.1	-2	-1	6	-4	-3	.	-6	3
COc1ccc(-c2nn(C)c3sc(C(=O)N4CCOCC4)cc23)cc1OC	6	-0.3	4	-3	9	13	7	.	-8	-2
CCN1CCN(S(=O)(=O)c2cnc(Cl)c(Br)c2)CC1	-4	i	8	-4	0	-17	-2	.	-4	2
CC(=O)c1cccc(NC(=O)CCNS(=O)(=O)c2cccc3nsnc23)c1	-34	i	-6	-17	0	-9	2	.	-13	6
Cc1ccc2oc(=O)n(CCOc3ccccc3)c2c1	4	-0.9	30	1	1	-7	-7	1.4	0	4
O=C(COC(=O)C1CCCCC1)NCCc1ccccc1	1	-0.4	33	.	-2	-13	3	0.3	-5	4
O=C(COC(=O)c1cc[n+]([O-])cc1)NC(=O)c1ccc(OC(F)F)cc1	-3	i	.	2	1	7	4	0.0	-11	.
CCCCn1c(N)c(N(CCC(C)C)C(=O)C2CCCC2)c(=O)[nH]c1=O	4	-0.6	.	0	0	0	-5	0.2	-3	.

Four compounds from above, arranged by number of heavy atoms, lowest first:
SMILES	PrPC surface inh	BH1578 lux ind	DUSP3 inh	Rv3671c inh	MazF activator	CCHF vOTU inh	Yp Topo-I inh	TcdB inh	PriA SSB inh	3CLpro inhibitor
CCCC(O)(CCC)C(=O)NNc1ccc(C)cc1	3	-0.4	17	0	4	-6	-1	1.5	-4	3
Cc1ccc2oc(=O)n(CCOc3ccccc3)c2c1	4	-0.9	30	1	1	-7	-7	1.4	0	4
CCCCn1c(N)c(N(CCC(C)C)C(=O)C2CCCC2)c(=O)[nH]c1=O	4	-0.6	.	0	0	0	-5	0.2	-3	.
CC(=O)c1cccc(NC(=O)CCNS(=O)(=O)c2cccc3nsnc23)c1	-34	i	-6	-17	0	-9	2	.	-13	6

(more compounds)
SMILES	PrPC surface inh	BH1578 lux ind	DUSP3 inh	Rv3671c inh	MazF activator	CCHF vOTU inh	Yp Topo-I inh	TcdB inh	PriA SSB inh	3CLpro inhibitor
COc1ccc(Cl)cc1S(=O)(=O)N1CCN=C1C	-5	i	-4	-4	-15	-3	2	1.0	-9	3
Cc1cccc(/C(N)=N/OC(=O)c2ccoc2C)c1	5	-0.1	8	-7	5	13	2	0.8	.	-3
COc1ccc(C)cc1S(=O)(=O)N1CCCC(C(=O)NCc2ccccn2)C1 (stereo unspecified)	-3	i	22	-2	-2	5	-3	-0.8	-2	-2
Cc1noc(C)c1COc1ccccc1C(=O)N(C)Cc1ccc(F)cc1	-6	i	.	.	-4	-8	12	1.0	0	.
C/C(=N\NC(=O)c1cc(C)oc1C)c1ccc(N2CCOCC2)cc1	-6	1.2	34	1	16	1	1	-1.4	.	2
COc1ccc(NS(=O)(=O)c2ccc(F)cc2F)cn1	-2	-0.5	41	3	-5	-5	2	2.3	-6	5
CN(CCOc1ccc(Cl)cc1)C(=O)c1cccc(S(=O)(=O)N2CCN(c3ccc(F)cc3)CC2)c1	.	-0.9	.	.	9	.	1	.	-7	.
CN(C)S(=O)(=O)c1ccc(NC(=O)CN2C(=O)NC(Cc3ccccc3)C2=O)cc1 (stereo unspecified)	5	i	.	1	3	2	-1	0.2	-4	.
NC(=O)c1ncn([C@@H]2O[C@H](CNCc3cnc(N4CCOCC4)nc3)[C@@H](O)[C@H]2O)n1	-3	-0.6	.	.	-6	-5	-2	0.6	1	.
Cc1ccc2nc(SCC(=O)Nc3cccc4ccccc34)nc(=O)n2c1	-4	-0.7	.	-6	6	5	1	-0.5	-14	.
O=C(Nc1nc(-c2cccnc2)cs1)c1ccccc1F	-2	-2.4	7	1	1	-5	5	0.2	-1	4
COC(=O)c1ccc(Cn2c(O)c(N=NC(N)=S)c3ccccc32)o1	-8	-2.1	8	1	2	8	-2	2.4	-3	3
C=CCNC(=S)N/N=C(\C)c1cc(OC)c(OC)c(OC)c1	1	-0.3	37	-2	2	-5	0	.	.	2
CCN(CC)CCN1C(=O)C(O)=C(C(=O)c2cc3ccccc3o2)C1c1cccnc1 (stereo unspecified)	1	0.8	21	4	3	-1	3	.	-11	-2
Cc1ccc(OCCn2ccc(=O)[nH]c2=O)cc1C	4	-0.7	30	1	6	-7	-6	.	-3	9

Bioassay records deposited in PubChem BioAssay by several laboratories.
